# P. falciparum M1AAP: malaria alanyl aminopeptidase activity blockers – biochemical, fluorogenic H-Leu-NHMec substrate, 1536-well (AID 1445); recombinant M1AAP, H-Leu-NHMec fluorogenic kinetic assay; higher % means a stronger effect; one-dose inhibition, % at 30 µM; IC50 in µM for titrated hits; 0.42% of 220,000 active;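 active = primary inhibition above the hit cutoff, then over 50% inhibition at one or more dose response concentrations, cut at about 23% in these data, passing the limit was not always enough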;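 note: plate controls were DMSO full reaction for no effect and no enzyme background for full effect; strong numbers were not always called active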
# b-catenin transl: modulators of beta-catenin nuclear translocation; HeLa beta-catenin nuclear translocation, immunofluorescence imaging; nuclear translocation activity, % at 5 µM; 0.3% of 190,000 active; AID 1665;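 active = nuclear translocation activity above 50% at 5 µM, with a well cell count of 50 or more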;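 note: per-cell ratio of nuclear to cytoplasmic median beta-catenin stain intensity; plate controls were DMSO negative control for no effect and GSK-3 inhibitor IX positive control for full effect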
#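 Assay system: human HeLa cells, native beta-catenin; doses: 5 µM primary, 0.02–20 µM confirmation; incubation: compound treatment 24 h, 37°C, 5% CO2; technique: fluorescence imaging of beta-catenin antibody stain plus DAPI; measure: % activation, nuclear-to-cytoplasmic median beta-catenin signal ratio per cell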
# Autophagy mod: alters autophagy in cells; MEF GFP-LC3 puncta imaging; test concentration mostly 10 µM; 0.98% of 190,000 active; AID 463193; calls only at 10 µM (by protocol);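 active = percentage of spot-positive cells more than 3 SD above its plate mean, without a fluorescence outlier flag or 80% toxicity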;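 note: spot-positive cell cutoff set from DMSO-treated cells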
# CSM14.1 death rescue: protection against thapsigargin-triggered cell killing – 384-well, CSM14.1, ATP luminescence, primary screen (AID 1222); CSM14.1 thapsigargin-induced death rescue, ATP luminescence; higher % means a stronger effect; one-dose cellular ATP content (survival), % at 20 µM; EC50 in µM for titrated hits; 190,000 tested, under 10 active;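 active = EC50 below 50 µM in the dose-response confirmation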;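 note: death triggered by thapsigargin at about 15 µM added after 2 h compound pretreatment; cell ATP read after overnight thapsigargin exposure of roughly 18 to 22 hours; normalized against plate controls of thapsigargin alone and 5% DMSO vehicle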
# M17LAP inhibition: P. falciparum M17LAP inhibitors, primary screen, biochemical, fluorogenic H-Leu-NHMec substrate, 1536-well (AID 1619); recombinant M17LAP, H-Leu-NHMec fluorogenic kinetic assay; higher % means a stronger effect; inhibition, % at 30 µM; hits with a dose series show IC50 in µM; 0.38% of 220,000 active;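 active = compound inhibiting the enzyme by more than half at any dose during confirmatory dose-response retesting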;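 note: plate controls were full reaction with DMSO carrier for no effect and no enzyme background for full effect; strong numbers were not always called active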
# Dynein transport: dynein cargo transport inhibition. z-score, hits read low. 3617.4 mouse cells, GR-EGFP nuclear translocation imaging; test concentration mostly 20 µM; stimulated with dexamethasone, 1 µM; stronger effect = lower value. 0.47% of 220,000 active. AID 1381;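 active = plate z-score of nuclear minus cytoplasmic receptor signal below a set negative limit, without overly bright fluorescence or cell loss, cut at about -3.5 in these data, passing the limit was not always enough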;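 note: z-score of nuclear minus cytoplasmic ring GR-EGFP intensity difference per well; some compounds called inactive have numbers as strong as hits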
#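 Also added: dexamethasone, 1.0 µM final. Medium: tet-free, stripped-serum medium. Detection: fixed, Hoechst-stained cells imaged at 10x for EGFP. Read-out: nuclear-to-cytoplasmic GR-EGFP distribution per well. Times: induction 48 h, compound 1 h, agonist 30 min.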
# Insulin prom up: MIN6 insulin promoter up-regulation. MIN6 insulin promoter-GFP reporter, high-content imaging; stronger effect = higher value. z-score at 5 µM. 0.3% of 190,000 active. AID 1625;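 active = z-score above 3 at 5 µM with at least 500 cells counted in the well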
# MT stabilizer: microtubule stabilizers in HeLa cells; 0.83% of 200,000 active; AID 2205; % tubulin-high responders, % at 10 µM; HeLa tubulin immunostaining HCS, 24 h; share of cells brighter than vehicle mean+2SD;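 active = plate Z-score above 3 for both tubulin-high and condensed-nucleus cell shares, with cell loss under 80%, at 10 µM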;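 note: anti alpha tubulin signal scored within the nucleus-defined area of each cell; some results filed as inactive read as strong as hits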
# K1F lysis inhibition: inhibition of K1F phage lysis, E. coli UTI89, bacterial capsule biogenesis inhibitors, alamar blue (AID 488966). 0.02% of 340,000 active. inhibition, % at 100 µM; hits with a dose series show IC50 in µM. E. coli UTI89 K1F phage lysis, alamar blue, 2 h; higher % means a stronger effect;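 active = phage lysis inhibition, versus mean bacterial control, above a set limit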;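 note: capsule biogenesis inhibitors block K1F phage lysis so surviving cells raise fluorescence; higher fluorescence means more inhibition of phage lysis; actives were called in the ten point dose series up to 300 µM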
# Dynein transport cytoplasmic EGFP: also measured in Dynein transport; calls as there; z-score; measured here: cytoplasmic GR-EGFP intensity; stronger effect = higher value
# Dynein transport nuclear GR-EGFP: second read-out of Dynein transport, no call of its own (marks repeat the call); z-score; measured here: nuclear GR-EGFP intensity;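 lower value marks the stronger effect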
# Dynein transport cell count: recorded beside Dynein transport, whose call it bears; z-score; measured here: cell count per field
# Insulin prom up cell count: recorded beside Insulin prom up, whose call it bears; cell count; measured here: cytotoxicity, nuclei count;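 total cells summed across four imaged fields per well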
# b-catenin transl cell count 5 µM: further read-out of b-catenin transl, marked with its call; cell count; measured here: cell count, cytotoxicity flag
# MT stabilizer Hoechst-high %: recorded beside MT stabilizer, whose call it bears; % Hoechst-high responders; measured here: nuclear condensation Hoechst responders;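 share of cells brighter than vehicle mean plus two SD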
# MT stabilizer cytotoxicity %: further read-out of MT stabilizer, marked with its call; toxicity, %; measured here: cytotoxicity by cell density;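 0% = mean cell density of plate MIN control wells and 100% = no cells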
# Autophagy mod cell loss 18 h: second read-out of Autophagy mod, no call of its own (marks repeat the call); toxicity, %; measured here: cell loss, nuclei count;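 cell loss after 18 h compound exposure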
# * marks the source's active call; other numbers are inactive results; i = inactive; nt = no result given; [ ] = dose if it differs, or a comment.
# Results follow in this order: P. falciparum M1AAP	b-catenin transl	b-catenin transl cell count 5 µM	Autophagy mod	Autophagy mod cell loss 18 h	CSM14.1 death rescue	M17LAP inhibition	Dynein transport	Dynein transport cytoplasmic EGFP	Dynein transport nuclear GR-EGFP	Dynein transport cell count	Insulin prom up	Insulin prom up cell count	MT stabilizer	MT stabilizer Hoechst-high %	MT stabilizer cytotoxicity %	K1F lysis inhibition
- Cc1cccc2cc(CN(Cc3ccccc3)C(=O)N(C)C)c(=O)[nH]c12
 : 13%	-5.5	1240	i	7	1.8%	1%	0.27	-0.29	0.049	-0.85	0.35	1219	3.9	2.1	5.0	0.1%
- CCOC(=O)c1c(NC(=O)C2C3C=CC(C3)C2(C)C(=O)O)sc2c1CCCC2 (stereo unspecified)
 : 9%	-1.4	1083	i	9	-1.2%	8.1µM*	-0.47	-0.27	-0.45	0.18	0.19	1357	3.1	3.2	2.9	0.1%
- CCCn1c2c(c(O)c(C(=O)NCCCN(CC)CC)c1=O)CCCC2
 : 5%	-1.8	1176	i	-9	0.1%	0%	0.73	-0.26	0.21	0.54	-0.57	849	2.5	0.8	1.7	0.3%
- CCO[C@H]1OC(C(=O)NCc2nc3ccccc3[nH]2)=C[C@@H](c2ccccc2)[C@@H]1CCCO
 : 3%	-1.6	1160	i	9	1.5%	10%	2.2	-0.073	1.8	-2	1	1515	2.7	1.0	4.3	0.0%
- COc1ccc(-c2cc(OC(=O)c3ccc(F)cc3)c3c(C)oc(C)c3c(=O)c2)cc1
 : 15%	-2.8	1019	i	6	-0.6%	19%	-0.4	-0.013	0.16	0.11	-0.06	1339	2.7	1.3	15	nt
- Cc1cc2cc(CCNC(=O)c3cccs3)c(=O)[nH]c2cc1C
 : 4%	0.5	548	i	12	-3.4%	-7%	-0.74	-0.26	0.33	0.61	0.1	1191	6.2	2.5	2.7	0.4%
- COC(=O)c1cc(Oc2ccc(C(=O)OC)cc2N)cc(C(=O)OC)c1
 : 3%	nt	nt	i	-6	nt	2%	0.33	-0.26	-0.56	0.14	nt	nt	2.6	2.1	12	0.1%
- COCCCNC(=S)Nc1ccc2c(c1)OCCO2
 : 8%	1.2	1112	i	13	12%	-1%	-0.39	-0.27	-0.38	0.51	0.29	1612	5.0	3.9	7.7	4.3%
- CCC12CN(C(=O)c3ccc(C)cc3)CC(CC)(CN(C(=O)c3ccc(C)cc3)C1)C2=O
 : -2%	-0.5	552	i	9	-0.8%	0%	-0.24	-0.26	0.015	0.41	-0.5	1262	4.3	3.1	9.0	0.7%[50 µM]
- CN(C)c1ccc(/C=C/C(=O)c2ccccc2)cc1[N+](=O)[O-]
 : 5%	-1.8	851	i	5	-3.0%	-1%	-1.7	-0.02	-1.2	0.65	0.83	1366	4.5	3.1	6.3	0.2%
- Oc1c(C(c2cccs2)N2CCC3(CC2)OCCO3)sc2ncnn12 (stereo unspecified)
 : 3%	nt	nt	i	0	1.3%	14%	-0.56	-0.2	-0.31	-0.06	-1.5	883	1.8	3.3	8.6	-1.9%
- Cc1ccccc1-n1nnnc1SCC(=O)N(C)C1CCS(=O)(=O)C1 (stereo unspecified)
 : -3%	-3.4	1014	i	12	-1.9%	3%	0.29	-0.33	0.56	0.21	0.14	1244	2.5	3.9	5.5	0.5%
- CN(C)S(=O)(=O)c1ccc(N2CCCC2=O)c([N+](=O)[O-])c1
 : 4%	0.0	956	i	1	-1.7%	-2%	-0.35	-0.31	-0.42	0.64	-0.07	1223	5.6	2.7	4.6	1.2%[50 µM]
- COC(=O)C1=C(C(=O)OC)[C@@H]2N(C)c3ccccc3[C@@]23C[C@@H](C(=O)OC)N(C(=O)c2cccs2)C3=N1
 : 14%	-1.7	1124	nt	nt	nt	8%	-0.59	-0.57	-0.21	0.36	0.34	984	nt	nt	nt	1.9%
- O=C(C1CCN(S(=O)(=O)N2CCC3(CC2)OCCO3)CC1)N1CCN(Cc2ccccc2)CC1
 : 2%	0.4	1232	i	6	0.2%	8%	-0.096	-0.19	-0.022	0.087	-0.22	1689	1.3	1.1	5.7	1.2%
- Cc1cc(S(=O)(=O)Nc2ccc(C(=O)N3CCN(C(=O)c4ccco4)CC3)cc2)ccc1F
 : 0%	-4.5	1251	i	2	4.9%	1%	-0.38	-0.15	-0.2	0.96	-0.38	793	2.2	1.6	0.8	0.7%
- COc1ccc(/C=C/C(=O)c2sc(-c3ccccc3)nc2C)cc1
 : 2%	-1.1	1110	i	3	-1.9%	3%	nt	nt	nt	nt	0.35	1913	1.3	1.3	11	0.3%
- CCOC(=O)/C=c1\s/c(=C\c2ccccc2C)c(=O)n1CC(=O)NCc1ccc2c(c1)OCO2
 : 7%	4.7	786	i	25	0.8%	6%	1.2	-0.28	0.39	-0.06	-0.15	1227	22*	48*	37*	0.0%[50 µM]
- CCOC(=O)C1C(=O)CC(C)(O)C(C(=O)OCC)C1c1ccc(Br)cc1 (stereo unspecified)
 : 11%	-1.4	1268	i	6	-0.7%	1%	-1.3	0.15	-0.52	1.2	0.66	1345	1.8	2.2	13	1.0%
- O=c1c2ccc([N+](=O)[O-])cc2ncn1Cc1ccccc1C(F)(F)F
 : -1%	-1.9	1101	i	1	-0.7%	1%	-0.12	0.25	0.24	-0.33	-0.16	1322	3.6	1.8	3.9	0.3%
- CCOC(=O)CSc1nc2cc(OC)ccc2cc1C#N
 : 2%	-4.5	1136	i	8	-5.0%	6%	-0.9	-0.056	-0.55	0.54	0.07	921	3.8	2.4	7.2	0.1%
- Clc1ccc(Cl)c(OCCCCNCc2ccccc2)c1
 : 4%	0.1	896	i	10	0.5%	12%	0.27	-0.22	0.26	-0.31	-0.22	1115	1.9	2.3	6.2	-4.1%
- CCn1c(SCC(=O)Nc2nccs2)nnc1-c1ccco1
 : -1%	-3.4	959	i	-6	-1.0%	-3%	-1.3	-0.23	-0.67	1.1	0.38	1488	3.3	2.6	4.5	-0.1%
- Cn1ncc2c(Nc3ccc([N+](=O)[O-])cc3)nc(Cl)nc21
 : -3%	5.2	1093	nt	nt	nt	0%	-0.025	-0.21	-0.19	0.41	-0.75	1364	nt	nt	nt	2.5%[50 µM]
- COc1ccccc1-c1cc2ccccc2[nH]1
 : -5%	-0.9	1226	i	1	-1.8%	13%	0.012	-0.3	0.08	-0.0025	nt	nt	2.3	0.5	26	-0.1%
- CCCNC(=O)Cn1nc(C(F)(F)F)c2c1CCCC2
 : -3%	2.9	632	i	0	-5.9%	1%	0.46	-0.26	0.49	0.24	nt	nt	2.8	0.1	7.6	-0.1%
- CCc1nnc(NC(=O)c2ccc(N3C(=O)CCC3=O)cc2)s1
 : -5%	-0.8	1015	i	-7	-1.9%	-10%	0.82	-0.085	0.56	-0.18	1.4	1673	1.8	2.0	7.1	2.3%
- Cc1c(Br)c([N+](=O)[O-])nn1CC(=O)Nc1ccc(C(C)C)cc1
 : 0%	2.7	1037	i	-7	0.3%	-2%	2.8	0.021	1.4	-1.8	0.09	1089	2.6	2.5	11	-0.1%
- COc1ccc(-c2nnc3n2N=C(C)CS3)cc1OC
 : -3%	0.0	991	i	-27	0.1%	1%	-0.92	-0.19	-0.36	0.29	-1.1	1167	1.8	2.0	14	0.1%
- CC(C)N1CN(c2ccccc2)C(=S)N(c2ccccc2)C1
 : -1%	0.5	1292	nt	nt	nt	-7%	0.41	-0.1	-0.018	-0.42	0.01	1044	nt	nt	nt	0.6%

# (further entries)
# Results follow in this order: P. falciparum M1AAP	b-catenin transl	b-catenin transl cell count 5 µM	Autophagy mod	Autophagy mod cell loss 18 h	CSM14.1 death rescue	M17LAP inhibition	Dynein transport	Dynein transport cytoplasmic EGFP	Dynein transport nuclear GR-EGFP	Dynein transport cell count	Insulin prom up	Insulin prom up cell count	MT stabilizer	MT stabilizer Hoechst-high %	MT stabilizer cytotoxicity %	K1F lysis inhibition
- Cc1cc(C)nc(SCC(=O)Nc2ccc(S(=O)(=O)NCCO)cc2)n1
 : -2%	nt	nt	i	-3	-0.7%	3%	-0.26	0.034	-0.27	0.31	nt	nt	3.3	2.2	3.8	1.2%
- O=C1CC(C(=O)Nc2ccc(Cl)c(Cl)c2)S/C(=N\N=C\c2ccco2)N1 (stereo unspecified)
 : 8%	-0.2	1385	nt	nt	nt	-12%	1.9	-0.25	1.5	-0.71	-0.07	1082	nt	nt	nt	-0.1%
- CC(=O)N/N=C(\C)c1cccc(C(F)(F)F)c1
 : -5%	-1.1	849	i	6	-2.0%	-4%	-0.19	-0.22	-0.065	0.81	0.4	1245	3.0	1.6	12	-0.1%
- O=S(=O)(c1ccc(NC(=S)N/N=C/c2cccc(Oc3ccccc3)c2)cc1)N1CCOCC1
 : -2%	6.4	819	i	4	2.6%	0%	0.28	-0.31	0.82	0.02	-0.28	1521	3.3	3.3	6.3	0.2%
- CCOc1ccc(Nc2oc(Cc3ccccc3)nc2C#N)cc1
 : 11%	0.6	1024	i	-8	-1.7%	8%	-0.21	-0.19	-0.76	0.69	0.24	1711	3.0	1.3	6.9	7.3%
- COc1ccc(NC2=NCC(=O)N2Cc2cccs2)cc1
 : 6%	1.1	1364	i	-2	-1.8%	3%	-1	-0.2	-1.2	-0.02	-0.12	1678	3.1	2.0	4.6	0.5%
- COc1ccc(-n2c(C(C)n3nc(C)c([N+](=O)[O-])c3C)n[nH]c2=S)cc1 (stereo unspecified)
 : -2%	-2.9	1203	i	1	-3.0%	31%	-0.7	-0.23	-0.73	-0.48	nt	nt	3.4	1.6	1.9	-0.7%
